Source: PubChem
Lipid storage S3: qHTS Assay for Lipid Storage Modulators in Drosophila S3 Cells | Drosophila S3 cells, BODIPY lipid droplet fluorescence, 18-24 h; cells fed with added oleic acid | lipid storage change, negative = inhibition, % at the top dose, mostly 46.1 µM; hits show Potency in µM | 320,000 tested, 0.64% active | AID 2685; active = well fitted inhibition curve with a large enough effect in the signal ratio, with a control signal flat, not every such curve was filed as active; inconclusive = small, poorly fitted or top-dose-only effect, or effect the other way, or a change in a side signal; the % refers to the signal ratio
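Laser-scanning cytometry quantifies lipid droplet accumulation (500–530 nm total intensity; droplet/cell object ratio) in oleic acid-fed (400 uM added) Drosophila S3 cells treated with a concentration series. 20 uM Triacsin C defined 100% inhibition.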
Lipid storage S3 cell count max: also measured in Lipid storage S3; calls as there; cell number change, %; measured here: cell count max response;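 cells counted by Cell Tracker Red CMTPX staining in the red channel; peak over a dose series mostly up to 46.1 µM; percent activity relative to internal control wells on each plate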
Starred values were filed as active, the others as inactive; i = inactive; ? = inconclusive; nt = no result given; [ ] = dose if it differs, or a comment. % is set by controls: 0 for no effect and ±100 for the full control effect; potency is the fitted concentration of half-maximal effect.

The opening 5 entries, to show the layout:
| Structure | Lipid storage S3 cell count max | Lipid storage S3 |
| --- | --- | --- |
| O=S(=O)(Nc1nc2cc3c(cc2nc1Cl)OCCO3)c1ccccc1 | 18 | 7% |
| CCOC(=O)C1CCN(CC(=O)N2CCc3ccccc32)CC1 | nt | ? |
| C=CCn1c(=NC(=O)c2ccccc2[N+](=O)[O-])sc2cc(S(C)(=O)=O)ccc21 | nt | ? |
| COc1cccc(NC(=O)CSc2nnc(Cc3ccc(C)cc3)c(=O)n2N)c1 | -6 | -2% |
| CC(=O)c1cnc(-c2ccccn2)s1 | nt | ? |

Results, previewed entries included:
| Structure | Lipid storage S3 cell count max | Lipid storage S3 |
| --- | --- | --- |
| O=S(=O)(Nc1nc2cc3c(cc2nc1Cl)OCCO3)c1ccccc1 | 18 | 7% |
| CCOC(=O)C1CCN(CC(=O)N2CCc3ccccc32)CC1 | nt | ? |
| C=CCn1c(=NC(=O)c2ccccc2[N+](=O)[O-])sc2cc(S(C)(=O)=O)ccc21 | nt | ? |
| COc1cccc(NC(=O)CSc2nnc(Cc3ccc(C)cc3)c(=O)n2N)c1 | -6 | -2% |
| CC(=O)c1cnc(-c2ccccn2)s1 | nt | ? |
| CCN(Cc1ccncc1)C(=O)c1cc(Br)cc(Br)c1O | -35 | -31%[9.22 µM] |
| O=C(CCNC(=O)c1ccc([N+](=O)[O-])cc1)NCc1ccco1 | nt | ? |
| CCN(CC)S(=O)(=O)c1ccc(OC(C)C)nc1 | nt | i |
| CN1CCSc2ccc(C(=O)Nc3cccc(F)c3)cc21 | nt | ? |
| Cc1ccc(C(=O)c2nc3c(n2O)CCCC3)cc1 | nt | ? |
| O=c1[nH]c(CN2CCN(c3ccccc3)CC2)nc2scc(-c3ccccc3)c12 | nt | ? |
| COc1cc(C(=O)NC(CCSC)C(=O)OCC(=O)C(C)(C)C)cc(OC)c1OC (stereo unspecified) | 2 | 3% |
| Cc1nc(N2CCN(C(=O)c3ccc(Cl)cc3)CC2)c(C#N)c2c1COC(C)(C)C2 | nt | ? |
| CCOC(=O)C1=C(C)N(C)C(=O)NC1c1ccccc1OC (stereo unspecified) | nt | ? |
| C(=C\c1ccccc1)/CSc1nnc(-c2ccncc2)n1Cc1ccco1 | nt | ? |
| COC(=O)CSc1nc(NC(C)=O)nc(C)c1Br | 23 | i |
| Cc1cccc2cc(CN(CC3CCCO3)C(c3nnnn3Cc3ccco3)C(C)C)c(=O)[nH]c12 (stereo unspecified) | nt | ? |
| O=C1N(C2CCCC2)C[C@@H]2C[C@@H](c3cn[nH]c3-c3ccc(Cl)cc3)N3CCC[C@@]123 | nt | ? |
| CCCCn1c(S(=O)(=O)O)nc2ccccc21 | nt | ? |
| O=C(C[n+]1ccc2ccccc2c1)c1cccc2ccccc12 | 16 | 6% |
| COc1ccccc1N1CCN(C2CCN(S(=O)(=O)c3ccc(C)cc3)CC2)CC1 | 6 | 5% |
| COc1ccc(CC2(CO)CCN(C(C)Cc3ccc(Cl)cc3)CC2)cc1 (stereo unspecified) | -2 | -5% |
| Cc1ccccc1Nc1nnc(SCC(=O)Nc2ccccc2[N+](=O)[O-])s1 | -5 | -5% |
| Cc1c(C)c2c(OCC(=O)NCCCO)cc3c(c2oc1=O)CCC(C)(C)O3 | nt | ? |
| COc1ccc(NC(=O)CSc2nnc(C3CCCCC3)n2-c2ccccc2)cc1 | -8 | 0% |
| Fc1cccc(NCc2cn3ccccc3n2)c1 | nt | ? |
| COc1cc(/C=C(\C#N)C(=O)Nc2ccccn2)ccc1O | nt | ? |
| Cc1ccccc1NC(=O)C1CCCN(c2ncnc3onc(-c4ccc(F)cc4)c23)C1 (stereo unspecified) | nt | ? |
| CC(C)(C)n1cnc2cc(NC(=O)c3ccccc3)ccc21 | nt | ? |
| CNC1=C([N+](=O)[O-])CC([N+](=O)[O-])=C(N2CCNCC2)N1C | nt | ? |
| Fc1cccc(/C=C2\CCCC3=C2NC(=S)NC3c2cccc(F)c2)c1 (stereo unspecified) | -2 | 1% |
| OC(COc1ccc2ccccc2c1Br)Cn1ccnc1 (stereo unspecified) | nt | i |
| CC(C)C(C(=O)O)N1C(=O)/C(=C/C=C/c2ccco2)SC1=S (stereo unspecified) | nt | ? |
| Cn1c(S(=O)(=O)Cc2ccc(Cl)cc2)nc2ccccc21 | nt | ? |
| CC(C)c1c(C(=O)N/N=C/c2ccsc2)nnn1-c1nonc1N | -14 | 26% |
| C=CCNc1oc(Cc2cccc3ccccc23)nc1C#N | nt | ? |
| CCOc1ccc(C(=O)Nc2ccc(NC(=O)c3cccs3)cc2)cc1[N+](=O)[O-] | -5 | 10% |
| S=c1nc(-c2ccccc2Br)[nH][nH]1 | nt | ? |
| Cc1ccc(S(=O)(=O)N(CC(O)CN2CCCC2)c2ccccc2)cc1 (stereo unspecified) | nt | ? |
| O=C(O)C1CCN(c2ccc(S(=O)(=O)N3CCCCC3)cc2[N+](=O)[O-])CC1 | nt | ? |
| Cc1cc(C)[n+]2[nH]c(N)c(N=Nc3ccccc3)c2n1 | 9 | 5% |
| O=C(CN1CCc2ccccc2C1)Nc1ccc(F)cc1 | 22 | -18% |
| C=CCn1c(=NC(=O)c2ccc(S(=O)(=O)N3CCCc4ccccc43)cc2)sc2cc(S(N)(=O)=O)ccc21 | 12 | 12% |
| Brc1ccc(Oc2nnnn2-c2ccccc2)cc1 | 7 | 5% |
| CCc1nnc(NC(=O)CSc2nc3c(C)cccc3[nH]2)s1 | -12 | 26% |
| O=C(Nc1ccc(-c2cn3c(n2)SCC3)cc1)c1ccc2c(c1)OCO2 | nt | ? |
| COc1ccc(C(=O)OCCNC(=O)c2ccncc2)cc1OC | 2 | 9% |
| COc1ccccc1-c1noc(-c2ccccc2C(=O)N2CCOCC2)n1 | nt | ? |
| Cn1c(C(C#N)C2=C(Cl)C(=O)N(c3ccccc3)C2=O)nc2ccccc21 (stereo unspecified) | nt | ? |
| CCOC(=O)C(NC(C)=O)(Nc1ccc(S(N)(=O)=O)cc1)C(F)(F)F (stereo unspecified) | nt | ? |

Three entries from above, ordered by the number in Lipid storage S3 cell count max, falling:
Structure | Lipid storage S3 cell count max
O=S(=O)(Nc1nc2cc3c(cc2nc1Cl)OCCO3)c1ccccc1 | 18
O=C(C[n+]1ccc2ccccc2c1)c1cccc2ccccc12 | 16
COc1ccc(C(=O)OCCNC(=O)c2ccncc2)cc1OC | 2

Remaining list, next part.
| Structure | Lipid storage S3 cell count max | Lipid storage S3 |
| --- | --- | --- |
| COCC(=O)N1CCC(Oc2ccc(C(=O)NC(C)c3csc(C)n3)cc2)CC1 (stereo unspecified) | 13 | -27% |
| O=C(CCN1C(=O)/C(=C/c2ccccc2F)SC1=S)NCCCn1ccnc1 | nt | ? |
| CCCCn1c(N)c(N2CCOCC2)c(=O)n(CC(=O)NC(C)c2ccccc2)c1=O (stereo unspecified) | nt | ? |
| Cc1ccc(C)c(NC(=S)N2CCC(c3nc4ccccc4s3)CC2)c1 | -8 | -5% |
| Cc1cc(C)n(Cc2ccc(NC(=O)c3nn(C)cc3[N+](=O)[O-])cc2)n1 | 37 | i |
| O=C(NC(=S)Nc1ccccc1N1CCCC1)c1ccc(-c2cccc([N+](=O)[O-])c2)o1 | -19 | i |
| CC(C)(C)c1csc(NC(=O)C2COc3ccccc3O2)n1 (stereo unspecified) | nt | ? |
| Cc1ccc(-n2c([S-])c(C(=O)NC(C)c3ccccc3)[n+]3ccccc23)cc1 (stereo unspecified) | 24 | -15% |
| CC1CCC(CN2CCN=C2Nc2ccccc2)CC1 (stereo unspecified) | nt | ? |
| NC(=O)C1CCN(C(=O)CC2C(=O)NCCN2Cc2cccc(Oc3ccccc3)c2)CC1 (stereo unspecified) | 20 | 7% |
| Cc1ccc(C)c(OCC(=O)Nc2ccncc2)c1 | 4 | 3% |
| Cc1cc2nnc(SC3CCOC3=O)n2c2ccccc12 (stereo unspecified) | 7 | 7% |
| Cn1ccc(-c2cc(C(=O)O)c3ccccc3n2)n1 | nt | ? |
| Cc1cccc(OCC(=O)Nc2ccc3c(c2)nc(CCN2CCC(C)CC2)n3C)c1 | 8 | 8% |
| Cc1cccc(C)c1Nc1nnc(SC/C(O)=C(\C#N)c2nc3ccccc3[nH]2)s1 | nt | ? |
| O=C(Cn1cnc2ccccc2c1=O)N1CCN(Cc2ccc3c(c2)OCO3)CC1 | 2 | i |
| CSc1cccc(NC(=O)CSc2ccc(C)cc2)c1 | 0 | -19% |
| COc1ccc(C(CNC(=O)c2cccc(S(=O)(=O)NCc3ccccc3)c2)N2CCOCC2)cc1 (stereo unspecified) | nt | ? |
| CC(C)SCc1nc2ccccc2[nH]1 | nt | ? |
| CN(C)C(=O)Nc1ccc(F)cc1F | nt | ? |
| COc1ccc(OC)c(CN(CCN2CCOCC2)C(=O)Nc2cccc(Cl)c2)c1 | nt | ? |
| Brc1cccc(-c2nnc(SCc3ccon3)n2-c2ccccc2)c1 | nt | ? |
| COc1cccc(C(=O)NCCS(=O)(=O)NCCc2ccccc2)c1 | 25 | i |
| COc1ccc(OC)c(NC(=O)CCn2cccc2)c1 | nt | ? |
| O=C(COC(=O)CCCN1C(=O)c2ccccc2C1=O)Nc1cc(Cl)cc(Cl)c1 | -12 | -2% |
| CC(=O)N1CCN(S(=O)(=O)c2cccc(C(=O)N(C)Cc3ccc(C)o3)c2)CC1 | nt | ? |
| CCc1noc(C)c1C(=O)Nc1sc(C(=O)N(C)C)c(C)c1C(=O)OC | 6 | 7% |
| O=C(CSc1nnnn1C1CCCCC1)NCc1ccccc1 | nt | ? |
| CCOc1ccc(NC(=O)Nc2ccc3c(c2)N(C)C(=O)CS3)cc1 | 5 | i |
| OCC1N=C(c2ccccn2)OC1c1ccccc1 (stereo unspecified) | nt | ? |
| Cc1c(NC(=O)C(C)OC(=O)/C=C/c2ccccc2)c(=O)n(-c2ccccc2)n1C (stereo unspecified) | nt | ? |
| CC1CC(C)CN(C(=O)c2ccc(C(=O)c3ccccc3)cc2)C1 (stereo unspecified) | 16 | -1% |
| Cc1ccc(O)c(NC(=O)CSc2n[nH]c(C)c2[N+](=O)[O-])c1 | nt | ? |
| Cc1ccnc(NC(=O)CSc2ccc3c(c2)OCCO3)c1 | nt | ? |
| Cc1nnc(NCCc2ccccc2)c2ccccc12 | -2 | 5% |
| Cc1nc2ccc(S(=O)(=O)NCC(=O)N3CCCC(C)C3)cc2s1 (stereo unspecified) | nt | ? |
| Cc1sc(NC(=O)CSc2nnc(-c3ccc(F)cc3)o2)c(C#N)c1C | nt | ? |
| CC(C)c1ccc(NC(=O)c2cc(Br)ccc2Br)cc1 | -13 | -8% |
| CC(OC(=O)c1ccco1)C(=O)NC1CCCC1 (stereo unspecified) | 11 | i |
| COc1ccccc1-c1c(C)oc2c(CN3CCCCC3C)c(O)ccc2c1=O (stereo unspecified) | 13 | 8% |
| CC1CCCC(C)N1CC(O)COc1c(F)cc(Br)cc1F (stereo unspecified) | nt | ? |
| O=C(Nc1nc(-c2cccnc2)cs1)c1ccccc1Cl | nt | ? |
| Cn1c(Cn2c(=O)sc3ccccc32)nnc1SCc1cccnc1 | nt | ? |
| Cc1cc(C(=O)O)n(C(C)(C)C)n1 | nt | ? |
| Cc1c(S(=O)(=O)Nc2ccc(Br)cc2)c(=O)n(C)c(=O)n1C | nt | ? |
| CCCCNC(=O)N1CCCN(c2ccc(C#N)cn2)CC1 | nt | ? |
| CCOC(=O)c1ccc(NC(=O)CSc2nnc(C3CC3)n2CC)cc1 | -2 | -6% |
| CCN(Cc1cc2cc(C)ccc2[nH]c1=O)C(=O)c1cccc(OC)c1 | nt | ? |
| Cn1nccc1C(=O)N1CCN(c2ccccc2F)CC1 | 10 | i |
| CC(C)(C)NC(=O)CSc1nncn1NCc1cccc2ccccc12 | -4 | -6% |

The results go on:
| Structure | Lipid storage S3 cell count max | Lipid storage S3 |
| --- | --- | --- |
| C=CCN(c1ccc(C(=O)NCCSc2ccccc2)cc1)S(C)(=O)=O | -14 | -23% |
| Cc1ccc(-n2c(N)c(C(=O)N3CCCCC3)sc2=S)cc1 | 6 | 0% |
| O/N=C/c1cn(-c2ccccc2)nn1 | nt | ? |
| CCOC(=O)N1CCC(N2C(=O)c3ccc(C(=O)NCc4ccc(F)cc4)cc3C2=O)CC1 | -2 | 1% |
| O=C(O)CC(C(=O)O)c1ccc(OCCCCOc2ccc(C(CC(=O)O)C(=O)O)cc2)cc1 (stereo unspecified) | nt | ? |
| COc1cc2c(C(=O)NCc3ccccn3)cn(C)c(=O)c2cc1OC | nt | ? |
| CCCN(CCC)CCNC(=O)C1CCN(S(=O)(=O)c2cccc3nsnc23)CC1 | nt | ? |
| Cc1ccc(NC(=O)CN(C)CC(=O)Nc2ccc(F)c(Cl)c2)cc1 | 15 | 10% |
| CC(/C=C/c1ccccc1)=N/NC(=O)CCC(=O)Nc1ccccc1C | nt | ? |
| CCOc1ccc(Cc2c(Cl)nc(N)nc2Cl)cc1 | nt | i |
| Cc1ccccc1-c1nnn(C/C(N)=N/O)n1 | -5 | -10% |
| CN1CCN(CCCNC(=O)CCc2nnc3n(Cc4ccccc4Cl)c(=O)c4ccccc4n23)CC1 | nt | ? |
| CN(CCN1CCOCC1)C(=O)CC1C(=O)NCCN1Cc1ccccc1C(F)(F)F (stereo unspecified) | nt | ? |
| CCOc1cnn(-c2ccccc2)c(=O)c1Cl | nt | ? |
| CC(C)(C)NC(=O)C12CC3CC(CC(Cl)(C3)C1)C2 | -12 | -9% |
| Cc1ccc(S(=O)(=O)N(C)C)cc1NC(=O)COC(=O)C1=COCCO1 | nt | ? |

This is a subset, so the mix of outcomes need not match the whole.
